# Screening data deposited in PubChem BioAssay by Johns Hopkins Ion Channel Center.
# CHT inh: inhibitors of human choline transporter CHT; High affinity choline transporter 1 (Homo sapiens), Q9GZV3; CHT-expressing cells, membrane potential dye, choline response; hits give low values; B-score at 10 µM; hit rate 0.86% among 310,000; AID 488975, 2010;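 active = B-score over 3 SD under the library average, and starting fluorescence ratio not unusually high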;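 note: choline stimulus applied at its EC90 after an EC20 pre-addition; B-score computed on integrated fluorescence ratio after choline addition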
# Target sequence (Q9GZV3 whole entry, looked up): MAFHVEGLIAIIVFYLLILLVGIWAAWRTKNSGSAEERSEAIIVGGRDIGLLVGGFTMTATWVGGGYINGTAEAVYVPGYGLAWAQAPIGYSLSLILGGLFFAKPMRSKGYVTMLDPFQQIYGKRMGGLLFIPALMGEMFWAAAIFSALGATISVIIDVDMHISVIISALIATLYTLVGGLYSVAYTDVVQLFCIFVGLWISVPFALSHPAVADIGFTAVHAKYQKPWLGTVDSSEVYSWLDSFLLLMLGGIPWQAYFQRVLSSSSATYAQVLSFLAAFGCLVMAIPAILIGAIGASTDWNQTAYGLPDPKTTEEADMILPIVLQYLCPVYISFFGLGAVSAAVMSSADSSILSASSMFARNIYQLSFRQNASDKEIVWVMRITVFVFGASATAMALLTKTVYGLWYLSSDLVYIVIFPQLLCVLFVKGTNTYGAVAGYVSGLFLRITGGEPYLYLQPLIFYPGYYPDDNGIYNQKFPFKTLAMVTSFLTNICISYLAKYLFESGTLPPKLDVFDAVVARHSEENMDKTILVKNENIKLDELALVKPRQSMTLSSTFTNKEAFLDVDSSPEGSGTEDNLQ
# CHT PAM: CHT positive allosteric modulators, primary screen, cell-based, membrane potential dye, choline EC20. B-score at 10 µM. hit rate 0.49% among 310,000. CHT-expressing cells; hits give high values; LV-AA mutant CHT in HEK293 cells;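 active = initial fluorescence not abnormally high and integrated response B-score, plate-corrected, over 3 SD above library mean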
# Numbers without * were called inactive; i = inactive.
# Each structure is followed by: CHT inh, CHT PAM
O=C1CCN(C(=O)c2cccs2)c2ccccc21
    i, i
O=C(Nc1ccc(F)c(Cl)c1)c1cncs1
    i, i
CCC(C)NCC(O)COCc1ccc(Cl)cc1 (stereo not given)
    i, i
COc1ccc(S(=O)(=O)N(C)c2ccc(C(=O)N3CCOCC3)cc2)cc1OC
    i, i
NS(=O)(=O)c1ccc(NC(=O)C2CCCN(S(=O)(=O)c3ccc(F)cc3)C2)cc1 (stereo not given)
    i, i
O=C(CNS(=O)(=O)c1cccc2nsnc12)NCc1ccc(Cl)cc1
    i, i
COc1ccc(S(=O)(=O)Nc2ccc(S(=O)(=O)N3CCOCC3)cc2)cc1C
    i, i
O=C1/C(=C/c2cccs2)SC(=S)N1C1CCS(=O)(=O)C1 (stereo not given)
    i, i
Cc1ccccc1NC(=O)Cc1nc(COC(=O)COc2cccc(C)c2C)cs1
    i, i
CC(C)(C)c1ccc(C(=O)NNC(=O)c2ccncc2)cc1
    i, i
O=C(NCCN1CCOCC1)Nc1ccc(F)cc1
    i, i
Cn1cnnc1SCC(=O)NC1CCCCCC1
    i, i
O=C(/C=C/c1ccc(F)cc1)NC(=S)NNC(=O)c1cnccn1
    i, i
O=C(CSc1ncccc1C(=O)O)NCc1ccc(F)cc1
    i, i
CS(=O)(=O)Nc1ccc(Br)cc1C(=O)c1ccccc1
    i, i
CCOC(=O)c1c(C)c(C(=O)Nc2ccc(F)cc2)c(C)n1C
    i, i
O=C(O)C1C(C(=O)Nc2ccc(Cl)cc2)C2C=CC1C21CC1 (stereo not given)
    i, i
Cc1cc(C(=O)COc2ccc(C#N)cc2)c(C)n1-c1ccc2c(c1)OCO2
    i, i
Brc1ccccc1/C=N/N1CCCCC1
    i, i
CN1CCN(C(=O)/C(=C/c2ccc(F)cc2)c2ccsc2)CC1
    i, i

# (list continues)
# Each structure is followed by: CHT inh, CHT PAM
CCOc1ccc(C2N(c3cc(C)on3)C(=O)C3CCCN32)cc1OC (stereo not given)
    i, i
S=C(Nc1ccc2nc(-c3ccccn3)c(-c3ccccn3)nc2c1)N1CCOCC1
    i, i
CCOC(=O)c1c(NC(=O)COC(=O)Cn2cnc3ccccc32)sc(C)c1C
    i, i
Cc1ccc(NC(=O)CCC(=O)OCC(=O)c2ccc(Oc3ccc([N+](=O)[O-])cc3)cc2)cc1
    i, i
CCn1c(CC(=O)Nc2ccccc2)nnc1SCC(=O)Nc1ccccc1C(=O)OC
    i, i
O=C(N=C1SC2CS(=O)(=O)CC2N1CCc1ccccc1)C1CC1 (stereo not given)
    i, i
Cn1c(SCC(=O)N2CCCCCC2)nnc1-c1ccco1
    i, i
CC(C)(C)c1ccc(/C=C2\SC(=O)N=C2N)cc1
    i, i
Cc1cc(S(=O)(=O)N2CCCOC2CNC(=O)C(=O)NCCc2ccco2)ccc1F (stereo not given)
    i, i
O=C1CCCC/C1=C/Nc1cccc(C(F)(F)F)c1
    i, i
CCOC(=O)N1CCN(Cc2nc3c(c(=O)n(C)c(=O)n3C)n2CCCc2ccccc2)CC1
    i, i
CC(Sc1ccc(Cl)cc1)C(=O)Nc1ccc2c(c1)OCO2 (stereo not given)
    i, i
COc1ccc(CCNC(=O)CCc2ccc(OC)cc2)cc1
    i, i
O=C(Nc1ccc2c(c1)OCO2)N1CCCC1
    i, i
Cc1ccc(CN(c2ccc(C(=O)Nc3ccc4c(c3)OCO4)cc2)S(C)(=O)=O)cc1
    i, i
COC(=O)C1CCN(C(=O)Cc2ccc(Br)cc2)CC1
    i, i
COc1ccc(S(=O)(=O)N[C@@H](C)C(=O)OCC(=O)Nc2cc3oc4ccccc4c3cc2OC)cc1
    i, i
Cc1ccc(NC(=O)CSc2nnc(Cc3csc(C)n3)o2)c(C)c1
    i, i
NC1=NC(=O)/C(=C/c2cccc(F)c2)S1
    i, i
O=C(CCCCl)Nc1nc(-c2ccc3c(c2)OCCO3)cs1
    i, i

# The listing continues:
# Each structure is followed by: CHT inh, CHT PAM
Cc1cc(C)c2nc(NNC(=O)c3ccc(S(=O)(=O)N4CCCC(C)C4)cc3)sc2c1 (stereo not given)
    i, i
O=C(Nc1ccc(F)cc1)c1ccccc1S(=O)(=O)c1ccccc1[N+](=O)[O-]
    i, i
O=[N+]([O-])c1ccc(C[n+]2cc(-c3ccccc3)n3c2CCCCC3)cc1
    i, i
O=C(N/N=C(\c1ccccc1)c1ccccn1)c1ccccc1Cl
    i, i
O=C(c1ccccc1)N1N=C(C(F)(F)F)CC1(O)c1ccccc1O (stereo not given)
    i, i
CCOC(=O)/C(C#N)=C\c1ccc(CC)s1
    i, i
COc1ccc(-n2c(SCC(=O)c3ccc[nH]3)nnc2-c2ccccc2)cc1
    i, i
COCCN1C(=O)C(=O)/C(=C(/O)c2ccc(S(=O)(=O)N3CCOCC3)cc2)C1c1ccc(OC)c(OC)c1 (stereo not given)
    i, i
Cc1ccc(CNS(=O)(=O)c2ccc(C(F)(F)F)cc2)n1C
    i, i
O=S(=O)(c1ccccc1)N1CCN(CCO)CC1
    i, i
Cc1ccc(-c2nn(-c3ccc(F)cc3)cc2C(=O)N(C)CC(=O)Nc2ccc(N3CCOCC3)cc2)cc1
    i, i
CCN(CC(=O)NCc1ccc(Cl)cc1)C(=O)/C=C/c1ccco1
    i, i
Cc1nc(Sc2ccc(Cl)cc2)c(C#N)c(C)c1[N+](=O)[O-]
    i, i
CN(CC(=O)Nc1ccccc1Br)C(=O)c1cc([N+](=O)[O-])ccc1N1CCOCC1
    i, i
Cn1c(=O)c2c(nc(SCC(=O)c3cccs3)n2Cc2ccc(F)cc2)n(C)c1=O
    i, i
CCC1(CC)NC(=O)N(CC(=O)N2CCN(S(=O)(=O)c3cccc(F)c3)CC2)C1=O
    i, i
O=C(CSc1nnc(CNC(=O)c2c(F)cccc2F)o1)c1ccccc1
    i, i
Cc1nnc(SCC(=O)NC2CCCCCC2)n1C
    i, i
Cc1ccc(C(=O)COC(=O)CCC(=O)Nc2ccccc2Cl)cc1[N+](=O)[O-]
    i, i
CCOC(=O)CCC(NC(=O)CCCCCCCCC(=O)NC(CCC(=O)OCC)C(=O)OCC)C(=O)OCC (stereo not given)
    i, i

# (further entries)
# Each structure is followed by: CHT inh, CHT PAM
CC(=O)Nc1ccc(S(=O)(=O)Nc2nnc(Cc3ccc(Cl)cc3)s2)cc1
    i, i
Cc1cccc2cc(/C=N/Nc3ccc(C(=O)O)cc3)c(Cl)nc12
    i, i
Cc1ccc(C(=O)Oc2ccccc2N2C(=O)C3C4CCC(C4)C3C2=O)cc1 (stereo not given)
    i, i
CC(C)(C)NC(=O)C(=O)NCc1ccncc1
    i, i
Cc1cc(Br)c(NC(=O)c2c(-c3c(Cl)cccc3Cl)noc2C)c(Br)c1
    i, i
Cc1cc(C)cc(NC(=O)c2ccc(S(=O)(=O)C(F)F)cc2)c1
    i, i
COc1ccc(Cc2nnc(NC(=O)c3cc(OC)c(OC)c(OC)c3)s2)cc1
    i, i
CCC(NC(=O)c1ccccc1NC(=O)C(C)(C)C)C(=O)N1CCCC1 (stereo not given)
    i, i
O=C(O)CCC(=O)OC1CC2CCC1C2 (stereo not given)
    i, i
CC(C)CCNC(=O)C1CCCN(S(=O)(=O)c2ccc(-n3cnnn3)cc2)C1 (stereo not given)
    i, i
CCOC(=O)CSc1nc2ccccc2n1CC(=O)NC(C)(C)C
    i, i
CCC1CCCCN1CCCNC(=O)c1csc2c1CCCCC2 (stereo not given)
    i, i
CCOc1cc(CNC(=O)CCCn2c(=O)c3cccn3c3cccnc32)cc(OCC)c1OCC
    i, i
C[C@H](NC(=O)C1CCN(C(=O)[C@H](Cc2ccccc2)NC(=O)OC(C)(C)C)CC1)C(=O)O
    i, i
COc1ccc(C)cc1S(=O)(=O)N(CC(=O)N1CCOCC1)Cc1ccccc1
    i, i
O=C(COC(=O)CCN1C(=O)c2ccccc2C1=O)Nc1ccc(S(=O)(=O)N2CCCC2)cc1
    i, i
CN(C)C(CNC(=O)c1ccc2ccccc2n1)c1ccccc1 (stereo not given)
    i, i
CCN(CC(=O)NC1CCS(=O)(=O)C1)S(=O)(=O)c1cc(Br)ccc1Br (stereo not given)
    i, i
COc1ccc(/C=N/NC(=O)C(=O)N2CCCC2)cc1OC
    i, i
CC1=C/C(=C\c2ccc(Br)o2)C(=O)O1
    i, i

# Record cards (already shown):
# Shown for COc1ccc(/C=N/NC(=O)C(=O)N2CCCC2)cc1OC : CHT inh = i; CHT PAM = i
# Shown for C[C@H](NC(=O)C1CCN(C(=O)[C@H](Cc2ccccc2)NC(=O)OC(C)(C)C)CC1)C(=O)O : CHT inh = i; CHT PAM = i

# (next part)
# Each structure is followed by: CHT inh, CHT PAM
CCC(C)(C)n1nnnc1C(c1cc(OC)ccc1OC)N1CCN(Cc2ccccc2)CC1 (stereo not given)
    i, 7.6*
CC12CCC(C(=O)NCc3ccccc3Cl)(OC1=O)C2(C)C (stereo not given)
    i, i
O=C(Nc1ccccc1)c1ccsc1
    i, i
CC#CCCCC(=O)Nc1cc(OC)nc(OC)n1
    i, i
Cc1sc(NC(=O)CSc2nnc(C)c(=O)[nH]2)c(C#N)c1C
    i, i
CSc1nc2ccc(NC(=O)CSc3nnc(N)s3)cc2s1
    i, i
Cc1csc(NC(=O)CSc2nc(=O)cc(N)n2-c2ccc(F)cc2)n1
    i, i
CCC1(C)Cc2c(C#N)c(N)n(-c3ccccc3)c(=O)c2CO1 (stereo not given)
    i, i
O=C(O)c1ccc(C(=O)C(=O)c2ccccc2)cc1
    i, i
CCOC(=O)CCC(NC(=O)CCCC(=O)NC(CCC(=O)OCC)C(=O)OCC)C(=O)OCC (stereo not given)
    i, i
CCC(=O)NC(Nc1ccccn1)(C(=O)OC)C(F)(F)F (stereo not given)
    i, i
Cc1sc2ncn(CC(=O)N(C)C3CCCCC3)c(=O)c2c1C
    i, i
COC(=O)Cn1c2ccccc2c2nc3ccccc3nc21
    i, i
Cc1ccc(OCCN2CCCCCC2)c(C)c1
    i, i
COc1cc(NC(=O)Cn2ccsc2=N)cc(OC)c1
    i, i
Cc1c(NC(=O)c2cccs2)c(=O)n(-c2ccccc2)n1C
    i, i
c1ccc(Cn2c(NCc3ccncc3)nc3ccccc32)cc1
    i, i
O=C(NC(=S)Nc1ccc(NC(=O)c2cccs2)cc1)c1cc2ccccc2o1
    i, i
CC(=O)c1ccc(N2CCN(S(=O)(=O)c3ccc4c(c3)CC(C)N4C(C)=O)CC2)cc1 (stereo not given)
    i, i
Cc1ccnc2nc(C(=O)OCC(=O)NCCc3ccccc3)nn12
    i, i

# (list continues)
# Each structure is followed by: CHT inh, CHT PAM
CCOC(=O)COc1ccc(S(=O)(=O)N2CCN(C(=O)OCC)CC2)cc1
    i, i
Cc1[nH]c2ccc(C(=O)NCCN3CCCCCC3)cc2c1C
    i, i
O=C(O)CCCNS(=O)(=O)c1ccc2c(c1)OCCCO2
    i, i
Cc1nn(-c2ccccc2)c(Cl)c1/C=C1/C(=N)N2N=C(C(C)C)SC2=NC1=O
    i, i
CN(C)c1ccc(C(=O)N2CCCC2)cc1
    i, i
O=C(Nc1nnc(-c2cccs2)o1)C1CC1
    i, i
COC(=O)CN1C2=NCCCN2c2ccccc21
    i, i
COC(=O)c1nn(-c2ccc(C)cc2)c2nnc(Cc3ccccc3)c(=O)n12
    i, i
CCc1ccc(-c2nc(-c3ccncc3)no2)cc1
    i, i
Cc1nn(CC(=O)Nc2ccccn2)c(C)c1[N+](=O)[O-]
    i, i
CSc1nc(C)c2c(n1)N(c1cccc(C)c1)CC2
    i, i
CSc1nnc(-c2ccc(O)cc2)n1C
    i, i
CCOC(=O)N1CCN(CCC(=O)Nc2ccc(OC)cc2)CC1
    i, i
Oc1cc2c(cc1O)CN(C(=S)NCCc1ccc(Cl)cc1)CCC2
    i, i
Cn1ccsc1=NC(=O)c1ccc(CS(C)(=O)=O)cc1
    i, i
COc1ccc(Br)cc1S(=O)(=O)N1CCCC1
    i, i
Cc1ccc([N+](=O)[O-])cc1N=C(c1ccc([N+](=O)[O-])cc1)N1CCOCC1
    i, i
CC(C)OC(=O)c1cc2c(ccn2-c2ccc(F)cc2)n1CC(=O)N1CCN(C(=O)c2ccco2)CC1
    i, i
Cc1ccc(C2(c3noc(CN4CCOCC4)n3)CCCC2)cc1
    i, i
COc1ccc(N2C(=O)CC(Sc3n[nH]c(-c4cccc(C)c4)n3)C2=O)cc1 (stereo not given)
    i, i

# The list continues.
# Each structure is followed by: CHT inh, CHT PAM
COc1cccc(-n2cn[nH]c2=S)c1
    i, i
CCS(=O)(=O)c1nc(S(=O)(=O)c2ccc(Cl)cc2)c(NCc2ccco2)s1
    i, i
COc1ccc(CN(C(=O)c2ccccc2Br)C2CCS(=O)(=O)C2)cc1 (stereo not given)
    i, i
S=C(Nc1ccccc1)N(Cc1ccccc1)Cc1ccncc1
    i, i
COc1ccc(OC)c(-n2nnnc2SCC(=O)NCc2ccc3c(c2)OCO3)c1
    i, i
OC(CN1CCN(c2cccc(Cl)c2)CC1)c1ccccc1 (stereo not given)
    i, i
CC(C)(CNC(=O)c1ccc(NS(=O)(=O)c2ccc(F)cc2)cc1)N1CCOCC1
    i, i
O=C(Nc1ccc(Cl)cc1)[C@@H]1[C@@H]2C(=O)N(c3cccc(F)c3)C(=O)[C@@H]2[C@H]2C=CC=NN21
    i, i
CCc1c(C)nc2ncnn2c1Nc1ccccc1C
    i, i
CCc1ccc(N2CCN(S(=O)(=O)CC34CCC(CC3=O)C4(C)C)CC2)cc1 (stereo not given)
    i, i

# Structural class: the compounds so far containing a cyano group
# Each structure is followed by: CHT inh, CHT PAM
Cc1cc(C(=O)COc2ccc(C#N)cc2)c(C)n1-c1ccc2c(c1)OCO2
    i, i
CCOC(=O)/C(C#N)=C\c1ccc(CC)s1
    i, i
Cc1nc(Sc2ccc(Cl)cc2)c(C#N)c(C)c1[N+](=O)[O-]
    i, i
Cc1sc(NC(=O)CSc2nnc(C)c(=O)[nH]2)c(C#N)c1C
    i, i
CCC1(C)Cc2c(C#N)c(N)n(-c3ccccc3)c(=O)c2CO1 (stereo not given)
    i, i
